A549 viability: A549 cytotoxicity, counter-screen for Nrf2 inhibitors. A549 ARE-Fluc cells, CellTiter-Fluor viability, 18-24 h. Potency, µM (doses to about 46 µM), without a hit: at the top dose activity change, negative = cytotoxicity, actives largely listed as inhibitors. actives 0.16% (n = 390,000); further: potency means the concentration at half of the fitted maximal effect; on the % scale 0 is the no-effect control and ±100 the full control effect
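Cytotoxicity counterscreen: CellTiter-Fluor fluorescence was measured in A549 ARE_Fluc cells after 18-24 h of compound exposure in a concentration series. The subsequent BugLite luminescent read reports ARE-luciferase activity.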
Nrf2 ARE act: activators of Nrf2 (ARE) signaling. AREc32 ARE-luciferase reporter (MCF7-derived line), luminescence, 24 h. Potency, µM (top dose mostly 46.1 µM), for inactives: at the top dose activation, most hits filed as activators. actives 0.31% (n = 410,000); further: potency means the concentration at half of the fitted maximal effect; % of control where 0% means no effect; nearly all actives have a fitted effect of over 65% in size
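AREc32_Fluc, 1000 cells/well, OPTI-MEM + 5% FBS, o/n 37 deg C 5% CO2; 23 nL cpd by pin tool, 24 hr; Steady-Glo 30 min RT, luminescence.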
EPAC2 agonist: EPAC2 (human) agonism; Potency, µM (highest dose often 154 µM), without a hit: at the highest dose activation, usual class: activators; AID 720711; Q8WZA2; EPAC2 activation, biochemical qHTS; response scale: 100% = 6.5 mM cAMP response; actives 0.079% (n = 360,000); further: potency means the concentration at half of the fitted maximal effect; nearly all actives have a fitted effect of over 50% in size
Target sequence (Q8WZA2 whole entry, looked up): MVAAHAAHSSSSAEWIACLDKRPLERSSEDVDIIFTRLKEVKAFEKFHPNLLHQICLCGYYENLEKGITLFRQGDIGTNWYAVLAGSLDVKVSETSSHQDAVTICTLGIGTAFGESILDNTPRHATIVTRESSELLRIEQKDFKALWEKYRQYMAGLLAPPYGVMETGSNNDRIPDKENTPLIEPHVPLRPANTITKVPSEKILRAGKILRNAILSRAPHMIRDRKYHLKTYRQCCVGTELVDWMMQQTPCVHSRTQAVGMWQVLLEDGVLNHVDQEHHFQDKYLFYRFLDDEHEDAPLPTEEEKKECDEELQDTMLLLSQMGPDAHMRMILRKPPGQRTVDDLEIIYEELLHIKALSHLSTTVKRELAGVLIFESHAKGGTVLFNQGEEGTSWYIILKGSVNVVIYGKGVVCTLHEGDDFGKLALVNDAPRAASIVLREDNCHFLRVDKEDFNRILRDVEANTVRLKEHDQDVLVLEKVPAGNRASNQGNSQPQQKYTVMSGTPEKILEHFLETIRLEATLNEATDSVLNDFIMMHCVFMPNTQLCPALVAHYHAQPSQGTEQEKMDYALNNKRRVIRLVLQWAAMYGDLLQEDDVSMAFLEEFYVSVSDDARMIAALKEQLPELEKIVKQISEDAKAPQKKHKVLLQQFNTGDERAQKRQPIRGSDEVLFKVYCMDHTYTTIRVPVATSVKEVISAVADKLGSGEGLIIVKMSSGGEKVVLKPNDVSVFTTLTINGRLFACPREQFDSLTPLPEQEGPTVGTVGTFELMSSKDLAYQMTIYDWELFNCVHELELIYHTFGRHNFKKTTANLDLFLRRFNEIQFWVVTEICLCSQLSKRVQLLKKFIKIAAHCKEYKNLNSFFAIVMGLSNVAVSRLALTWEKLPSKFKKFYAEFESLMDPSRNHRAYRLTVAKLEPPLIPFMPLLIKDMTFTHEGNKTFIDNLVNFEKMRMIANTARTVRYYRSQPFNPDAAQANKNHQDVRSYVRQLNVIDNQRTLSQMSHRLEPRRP
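Fluorescence exchange assay: 100 nM EPAC2 with 250 nM RAP1B-BODIPY-GDP and 50 uM GDP; compounds tested as a concentration-titration series (qHTS). Loss of Rap1-bound BODIPY-GDP fluorescence read at 480/540 nm; data normalized to 6.5 mM cAMP.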
ATXN viability: cell viability loss in ATXN counter-screen; S2 cells (HEK-293 line with an ATXN2-luciferase reporter) viability, CellTiter-Fluor protease fluorescence, 24 h; Potency, µM (titrated, usually from 56.7 µM), most hits filed as cytotoxic; AID 651635; actives 0.49% (n = 400,000); further: potency means the concentration at half of the fitted maximal effect; nearly all actives have a fitted effect of over 40% in size
Nrf2 block: blocks Nrf2 signaling. A549 ARE-Fluc reporter, luciferase luminescence, 18-24 h. Potency, µM (doses to about 46 µM), inactives show at the top dose activity change, negative = inhibition, hits mostly inhibitors. actives 2.1% (n = 360,000). AID 504444; further: potency means the concentration at half of the fitted maximal effect; on the % scale 0 is the no-effect control and ±100 the full control effect; nearly all actives have a fitted effect of over 60% in size
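Reporter: ARE-Fluc in A549. Exposure: 18-24 h, 37 °C, 5% CO2, 5% FBS OPTI-MEM. Readouts: fluorescent cytotoxicity (CellTiter-Fluor), then luminescent Nrf2 signal after BugLite.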
TGFb inhibitor: TGF-b pathway inhibition; Potency, µM (doses to about 46.1 µM), inactives show at the top dose activity, negative = inhibition, most hits filed as inhibitors; actives 1.2% (n = 410,000); AID 588855; HepG2 CAGA-GFP TGF-b/SMAD3 reporter, GFP fluorescence, 18 h; TGF-beta stimulated, 500 pg/mL final; further: potency means the concentration at half of the fitted maximal effect; on the % scale 0 is the no-effect control and ±100 the full control effect; nearly all actives have a fitted effect of over 65% in size
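Cell-based qHTS in HEPG2 carrying a CAGA-GFP Smad reporter; compounds added before 500 pg/mL final TGF-beta, 18 h incubation at 37 degrees C, GFP fluorescence quantified per cell by imaging cytometry.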
HepG2 tox: kills HepG2 cells in TGF-b inhibitor counter-screen | HepG2 CAGA-GFP viability, ATP luminescence, 18 h | Potency, µM (highest dose often 46.1 µM), for the others: at the top dose activity change, negative = cytotoxicity, usual class: cytotoxic | actives 0.76% (n = 410,000); further: potency means the concentration at half of the fitted maximal effect; some results filed as inactive show a strong effect at the top dose
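CellTiter-Glo luminescence gave cytotoxicity after 18 hours at 37 degrees C. The cells were HepG2 CAGA-GFP in 1% FBS DMEM, stimulated with 500 pg/mL TGF-beta after compound addition. %Activity was normalised to no-cell wells (complete cell-killing) and DMSO (no toxicity), and curves were fitted and classified.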
IL-2 act: activates IL-2 in a cell-based reporter assay; IL-2 activation reporter assay, cell-based qHTS; stimulated with anti-CD3/CD4/CD28 beads; in transgenic mouse T cells; activation, % (series mostly up to about 46 µM); actives 0.065% (n = 360,000); AID 652025; in the data active means activation above about 50%; inconclusive means mostly about 30% to 49%; further: 0% is about no effect
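Using fluorescent plate cytometry, EGFP and DsRed are detected in transgenic mouse T cells stimulated 18 h at 37 degrees C with antibody-coated beads after 60 min compound pretreatment.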
ATXN2 expr inh: inhibitors of ATXN2 expression | HEK-293 ATXN2-luciferase reporter, luminescence, 24 h | Potency, µM (titrated, usually from 57 µM), without a hit: top-dose activity change, negative = inhibition, actives largely listed as inhibitors | actives 0.72% (n = 360,000) | AID 1745845; further: potency means the concentration at half of the fitted maximal effect; on the % scale 0 is the no-effect control and ±100 the full control effect; nearly all actives have a fitted effect of over 55% in size
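ATXN2-luciferase reporter cells (luciferase flanked by upstream and downstream ATXN2 gene portions) were treated 24 h at 37 °C with compounds at up to 57 uM. SteadyGlo luminescence gave expression; GF-AFC fluorescence gave viability.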
The depositor's hits bear a star; i = inactive; u = inconclusive; x = not tested or not shown; & = joins results of further samples; [ ] = remark or other dose. Unless noted, the call rests on the fitted dose curve; in most records, active means well fitted curve in the direction sought with a large enough effect; inconclusive means small, poorly fitted or top-dose-only effect, or another doubt; inactive means no such curve, though single readings can be large; an effect the other way counts as inactive or inconclusive.

SMILES	A549 viability	Nrf2 ARE act	EPAC2 agonist	ATXN viability	Nrf2 block	TGFb inhibitor	HepG2 tox	IL-2 act	ATXN2 expr inh
Cc1cc(OCc2ccc(C(=O)Nc3ccc(C(=O)O)cc3)o2)ccc1Cl	-8.5%	0.2%	-14.4%	i	u	4.5%	1.0%	3.3	-7.1%
Cc1c(-n2c(SCC(=O)O)nnc2-c2ccccc2Cl)c(=O)n(-c2ccccc2)n1C	-0.5%	-0.3%	1.8%	i	7.6%	-0.2%	4.0%	-1.6	10.8%
COc1ccccc1CNS(=O)(=O)c1cc(C(=O)Nc2cccc(C(F)(F)F)c2)ccc1F	u	-0.6%	x	x	x	11.2µM*	-17.7%	x	x
O=C(/C=C/Nc1cccc(C(F)(F)F)c1)c1ccco1	-7.7%	u	-1.5%	i	u	-8.7%	-8.8%	0.1	13.3%
CC(NCCOc1ccccc1F)C(=O)Nc1ccc(S(N)(=O)=O)cc1 (stereo not given)	4.4%	0.9%	3.2%	i	7.3%	-1.5%	-14.3%	1.5	x
CCN(CC)S(=O)(=O)c1ccc2c(c1)N(CC(=O)N1CCN(c3ccccc3F)CC1)C(=O)CO2	0.8%	-1.0%	x	i	-12.6%	14.6%	-10.8%	x	-12.1%
COc1cc(C(=O)c2nccc3cc(OC)c(OC)cc23)c([N+](=O)[O-])cc1OC	-3.3%	-0.3%	4.2%	i	1.9%	-1.6%	9.3%	-2.6	-23.8%
CN(C)/C=C/C(=O)c1ccc(F)cc1F	1.9%	-0.9%	2.2%	i	-14.1%	-17.6%	-18.6%	0.3	-31.4%
Cc1ccc(NC(=O)CCN2C(=O)c3ccccc3S2(=O)=O)cc1C	-0.3%	-0.4%	2.3%	u	13.6%	8.1%	-16.7%	-0.2	14.3%
CCOCCCNC(=O)c1ccc(Cn2c(=S)[nH]c3c([nH]c4ccc(OC)cc43)c2=O)cc1	7.6%	-0.2%	4.9%	i	-23.9%	19.9%	24.3%	0.0	x
O=C(Nn1cnc2ccccc2c1=O)c1cccc(Cl)c1	-0.2%	7.4%	-2.8%	i	12.9%	-11.7%	1.1%	8.6	1.7%
Cn1cnnc1SCc1ccc(C(=O)N/N=C(/CCC(=O)O)c2ccc(C(C)(C)C)cc2)cc1	-9.2%	0.3%	0.4%	i	0.6%	8.9%	1.2%	-0.1	7.8%
CCNC(=O)NC(=O)CSc1nc2ccccc2n1CCOC	-4.9%	-0.4%	9.2%	i	0.3%	9.4%	1.5%	-5.1	0.3%
CNC(=O)Nc1cc(NC(=O)NC)cc(C(F)(F)F)c1	4.1%	0.0%	-3.4%	i	4.7%	u	-3.7%	-1.4	-12.4%
CCOC(=O)C1CCN(C(=O)CCNC(=O)c2cc(OC)c(OC)c(OC)c2)CC1	13.0%	-0.4%	12.0%	i	1.5%	1.3%	-32.0%	-1.0	9.0%
O=C(N/N=C/c1cc2c(cc1Cl)OCO2)c1ccccn1	-3.0%	2.7%	-0.3%	i	u	2.3%	-1.2%	0.2	11.6%
COC(=O)c1ccc(/C=N/N2CCN(Cc3ccccc3)CC2)cc1	-0.3%	0.4%	-10.9%	i	x	7.2%	3.0%	1.4	-7.5%
CCOC(=O)C1=C(O)CCn2c1nc1ccccc12	0.8%	0.4%	-0.5%	i	4.3%	-5.4%	-1.7%	0.6	8.0%
O=[N+]([O-])c1ccc(Nc2ccccc2)c2nonc12	u	19.7%	-1.9%	x	-27.7%	u	-32.6%	0.2	x
O=C(O)c1ccccc1-c1ccccc1C(=O)Nc1ccc(F)cc1	9.3%	-0.4%	10.5%	i	-1.5%	1.5%	-5.4%	-1.8	5.5%
COc1ccc(NC(=O)[C@@H]2CC=C[C@@H]3CCN(C4CCCCC4)C(=O)[C@@H]32)cc1	-2.8%	-1.0%	8.7%	i	6.0%	-2.1%&-29.0%	-0.4%&-23.6%	0.6	3.6%
O=C(NCc1ccc(OC(F)(F)F)cc1)C1CC(c2c(Cl)cccc2Cl)=NO1 (stereo not given)	-4.9%	-0.6%	0.7%	u	u	u	-17.4%	2.4	-12.4%
COC(=O)c1ccccc1NC(=O)CCS(=O)(=O)c1cc2c(cc1C)NC(=O)CO2	1.2%	5.6%	7.7%	i	22.6%	-7.8%	-15.4%	0.8	13.2%
CCOc1ccc(C2C(C#N)=C(N)Oc3n[nH]c(C)c32)cc1OC(=O)C1CC1 (stereo not given)	0.3%	-0.8%	4.5%	i	-5.5%	-3.6%	-3.1%	-0.1	-17.1%
NC(=O)Cn1c(=O)n(C2CCCCC2)c(=O)c2c3c(sc21)CCCCC3	-0.7%	-0.2%	-10.0%	i	-11.1%	-11.0%	-8.5%	-3.9	1.6%[11.3 µM]
CC1CCC(NC(=O)CSc2nnnn2C)CC1 (stereo not given)	u	2.6%	8.9%	i	24.7%	14.7%	-0.1%	3.6	x
CC(C)(C)NC(=O)CSc1nnc(NC(=O)c2ccccc2Cl)s1	9.6%	-0.4%	7.3%	i	-21.8%	20.2%	46.3%	1.9	-18.6%
COc1ccccc1/C=C(/C(=O)OCC(=O)N(C)Cc1ccccc1)c1ccccc1	9.8%	2.8%	19.7%	i	-7.7%	-15.3%	-1.2%	-2.4	-14.2%
CCS(=O)(=O)N1CCC(C(=O)Oc2ccccc2OC)CC1	-5.4%	-0.2%	-3.9%	i	-3.7%	22.8%	-1.1%	0.7	x
Cc1cc(C(=O)CSc2nnnn2C)c(C)n1CCc1ccc(F)cc1	-0.7%	-0.9%	0.1%	i	12.7%	-6.6%	-3.3%	0.7	1.3%
COc1ccc(-c2cc3nc(C)cc(NCCO)n3n2)cc1	u	3.0%	7.8%	i	-8.1%	1.0%	-9.0%	-1.2	13.1%
COc1ccccc1C(=O)N(CCN(C)C)c1nc2cc(C)cc(C)c2s1	0.0%	3.1%	12.4%	i	0.0%	u	-88.3%	0.1	x
NS(=O)(=O)c1ccc(Sc2nc3ccccc3s2)c([N+](=O)[O-])c1	-17.6%	u	5.2%	i	u	u	12.6µM*	-3.1	u
O=C1NC(=O)/C(=C\c2cn(CC(=O)N3CCOCC3)c3ccccc23)S1	u	0.1%	5.7%	u	u	1.7%	4.4%	1.5	-7.0%
CCc1ccc(NC(=O)C2CCN(S(=O)(=O)c3c(C)[nH]c(=O)[nH]c3=O)CC2)cc1	-3.9%	-0.5%	-0.3%	i	6.0%	12.2%	-20.7%	-1.2	0.1%
CCOc1cc(S(=O)(=O)N2CCN(CC)CC2)ccc1Cl	2.1%	0.1%	9.1%	i	x	-12.3%	2.8%	-0.3	-23.3%
COc1ccc(CN2CCNC(=O)C2CC(=O)N(C)Cc2ccon2)c(F)c1 (stereo not given)	-2.6%	-0.7%	-8.2%	i	u	-2.4%	-5.3%	-0.8	1.5%
O=c1[nH]c2ccc(Cl)cc2c(=O)n1Cc1ccco1	-4.4%	0.3%	-18.0%	i	-6.6%	11.3%	2.1%	-0.4	-1.1%
O=C(COc1ccc(F)c(Cl)c1)Nc1ccc(N2CCOCC2)cc1	8.2%	2.2%	-7.0%	i	8.7%	4.9%	19.3%	-0.7	-13.3%
COc1ccc2nc(SCCOC(=O)Nc3ccc(Cl)cc3)nc(C)c2c1	u	0.2%	8.6%	i	23.1µM*	u	4.4%	0.2	-32.8%
CCCCC(=O)OCc1c(-c2cccc(OC)c2)ncc2ccccc12	3.7%	8.7%	8.8%	i	-0.9%	7.6%	1.9%	0.3	-16.4%
Cn1ccnc1C(=O)c1cc(SCC(=O)NC2CC2)nc2ccccc12	5.1%	2.2%	-3.6%	i	u	-1.9%	-8.8%	-0.1	12.1%
CSc1nc(-c2ccccc2)nn1C(=O)c1ccco1	-6.5%	-0.4%	-7.5%	i	5.2%	-10.4%	9.1%	0.0	3.5%
CC(CCN1C(Nc2ccccc2)=NC[C@@H]1Cc1ccccc1)c1ccccc1 (stereo not given in full)	u	5.7%	-2.3%	u	-7.1%	-1.1%	-18.8%	-0.3	-21.7%
COc1ccc(NC(=O)c2cccc(S(=O)(=O)N3CCCC3)c2)cc1OC	-14.3%	-0.2%	13.0%	i	-43.7%	-3.6%	-16.8%	6.2	8.9%
O=C(CN1CCN(C/C=C/c2ccccc2)CC1)Nc1cc([N+](=O)[O-])ccc1Cl	1.1%	2.4%	14.1%	i	-2.2%	u	-64.5%	1.1	-14.0%
Cc1ccc(C)c(-n2c3nc(=O)[nH]c(=O)c-3cc3cc([N+](=O)[O-])ccc32)c1	-21.5%	4.5%	13.0%	u	u	u	-69.8%	-0.8	u
CCc1ccc(-c2nn(CC(=O)NCc3ccccc3)c3c2cnc2ccc(F)cc23)cc1	1.9%	-0.7%	x	i	-1.1%	u	-0.2%	x	19.9%
O=C(COC(=O)c1ccco1)Nc1ccc2[nH]c(=O)[nH]c2c1	0.4%	0.0%	14.8%	i	-10.3%	25.1%	8.1%	-0.6	4.2%
Cc1ccc(-c2nnn(CC(=O)N(c3cccc(F)c3)C(C(=O)NC3CCCC3)c3ccncc3)n2)o1 (stereo not given)	0.7%	-0.5%	1.7%	i	-0.6%	0.5%	-14.1%	0.6	4.9%

A second format for 2 compounds above:
Values run as follows: A549 viability	Nrf2 ARE act	EPAC2 agonist	ATXN viability	Nrf2 block	TGFb inhibitor	HepG2 tox	IL-2 act	ATXN2 expr inh
- CC(NCCOc1ccccc1F)C(=O)Nc1ccc(S(N)(=O)=O)cc1 (stereo not given)
    4.4%	0.9%	3.2%	i	7.3%	-1.5%	-14.3%	1.5	x
- CCN(CC)S(=O)(=O)c1ccc2c(c1)N(CC(=O)N1CCN(c3ccccc3F)CC1)C(=O)CO2
    0.8%	-1.0%	x	i	-12.6%	14.6%	-10.8%	x	-12.1%

Random draw from the library; overall some 4.3% were active at least once.
